TRPML3 agonist = agonists of human TRPML3 channel. HEK293 TRPML3-YFP, Fluo-8 calcium fluorescence; 100% = the carbachol control signal. 0.29% of 220,000 active. activation, % at 3 µM. AID 1448. Q8TDD5;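 active means activation above its plate's cutoff, the mean activation of the plate's test wells plus 3 SD, cut at about 12% in these data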;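 further: 0% = DMSO only wells and 100% = carbachol wells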
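Material: TRPML3-YFP stable HEK293 cells | Dosing: One concentration, 3 µM nominal, 0.3% DMSO | Timing: 125 s total fluorescence read per well | Technique: Fluo-8 calcium dye fluorescence, ex 470-495, em 515-575 nm | Measure: Percent activation from peak-to-basal fluorescence ratio, scaled between DMSO and carbachol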
TRPN1 ag = activates the zebrafish TRPN1 channel. HEK293 zebrafish TRPN1-YFP, Fluo-8 calcium fluorescence; 100% = response to 87 µM carbachol. activation, % at 3 µM. 0.18% of 220,000 active. AID 1424;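 active means activation above its plate's cutoff, the mean activation of test wells on that plate plus 3 SD, cut at about 19% in these data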;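 further: 0% = DMSO alone and 100% = 87 µM carbachol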
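Control set: carbachol 87 µM as high control, DMSO as low control; system: HEK293 stable line with zebrafish TRPN1-YFP; read-out: % activation versus carbachol response; detection: intracellular calcium fluorescence with Fluo-8; doses: single test compound dose, 3 µM nominal, 0.3% DMSO; schedule: dye 1 h 37 °C plus 30 min RT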
RBBP9 inh = blocks human serine hydrolase RBBP9. recombinant RBBP9, FP-Rh probe fluorescence polarization. inhibition, % at 7.94 µM. 0.2% of 220,000 active;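 active means inhibition above the campaign mean of all tested compounds plus 3 SD, cut at about 14% in these data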;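 further: plate controls were DMSO wells with RBBP9 for no effect and wells lacking RBBP9 protein for full effect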
Target sequence (O75884 whole entry, looked up): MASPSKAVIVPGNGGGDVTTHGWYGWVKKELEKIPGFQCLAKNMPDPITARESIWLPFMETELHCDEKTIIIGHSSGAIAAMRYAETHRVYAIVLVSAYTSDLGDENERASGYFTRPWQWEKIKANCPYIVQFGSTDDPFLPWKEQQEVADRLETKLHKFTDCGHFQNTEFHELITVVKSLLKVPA
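System: RBBP9 protein | Quantity: 2.5 µM RBBP9 dispensing solution, before mixing | Reagent: FP-Rh probe, 375 nM dispensing solution | Timing: Enzyme-compound preincubation 30 min, then probe labeling 45 min, 25 °C | Measured by: Fluorescence polarization | Read-out: % inhibition | Replication: One well per compound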
TNF necrop inh = blocks TNF-alpha induced death of Jurkat FADD-/- cells. activation (protection from cell death), % at 10 µM. 0.068% of 220,000 active. Jurkat FADD-/- TNF necroptosis rescue, ATP luminescence, 24 h; 0 = TNF only, 100 = no-TNF cells;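 active means activation, meaning protection from cell death, of at least 50% relative to plate controls; inactive means activation below 50%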;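 further: necroptosis triggered by 40 ng/mL TNF-alpha added together with compound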
CHOP inh = blocks CHOP induction under ER stress | inhibition, % at 10 µM | 3.8% of 220,000 active | CHO-K1 CHOP-promoter luciferase, tunicamycin-induced, 15-18 h;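 active means compounds that reduced the stress-induced luciferase reporter signal by more than about 70% of percent inhibition, limit read from the data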;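 further: 0% = tunicamycin plus vehicle and 100% = wells without tunicamycin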
PPC-1+TRAIL kill = compounds killing PPC-1 cancer cells with TRAIL present (potentiator screen, no TRAIL-free arm) | PPC-1 cells + TRAIL, ATPLite viability luminescence | cell killing (% activity), % at 4 µM | 0.41% of 220,000 active | AID 1443;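 active means cell killing above 50% in the first pass at 4 µM, then a duplicate retest at 5 µM averaging 50% or more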;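 further: plate controls were cells with TRAIL plus DMSO for no effect and medium-only wells lacking cells for full effect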
Ba/F3 V617F tox = loss of viability in JAK2V617F-driven Ba/F3 cells; inhibition, % at 5.6 µM; Ba/F3 EpoR-JAK2V617F viability, ATP luminescence; 1.1% of 220,000 active;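 active means inhibition above the campaign mean plus 3 SD over all tested compounds, cut at about 24% in these data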;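 further: cytokine-independent growth of Ba/F3 cells driven by EpoR plus mutant JAK2; 0% = DMSO-treated cells and 100% = JAK inhibitor I control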
Wee1 stabilizer = blocks degradation of human Wee1 kinase; 1.2% of 220,000 active; AID 1321; HeLa Luc-Wee1K328M stability, luciferase luminescence; 100% = proteasome inhibitor MG132 effect; P30291; reporter increase, % at 5 µM;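 active means activation above the mean of all tested compounds plus 3 SD, set per screening run, cut at about 8.8% in these data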;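 further: cells exposed to compound for 20 h before luminescence read; 0% = DMSO alone and 100% = MG132 at 30 µM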
Target sequence (P30291 whole entry K328M): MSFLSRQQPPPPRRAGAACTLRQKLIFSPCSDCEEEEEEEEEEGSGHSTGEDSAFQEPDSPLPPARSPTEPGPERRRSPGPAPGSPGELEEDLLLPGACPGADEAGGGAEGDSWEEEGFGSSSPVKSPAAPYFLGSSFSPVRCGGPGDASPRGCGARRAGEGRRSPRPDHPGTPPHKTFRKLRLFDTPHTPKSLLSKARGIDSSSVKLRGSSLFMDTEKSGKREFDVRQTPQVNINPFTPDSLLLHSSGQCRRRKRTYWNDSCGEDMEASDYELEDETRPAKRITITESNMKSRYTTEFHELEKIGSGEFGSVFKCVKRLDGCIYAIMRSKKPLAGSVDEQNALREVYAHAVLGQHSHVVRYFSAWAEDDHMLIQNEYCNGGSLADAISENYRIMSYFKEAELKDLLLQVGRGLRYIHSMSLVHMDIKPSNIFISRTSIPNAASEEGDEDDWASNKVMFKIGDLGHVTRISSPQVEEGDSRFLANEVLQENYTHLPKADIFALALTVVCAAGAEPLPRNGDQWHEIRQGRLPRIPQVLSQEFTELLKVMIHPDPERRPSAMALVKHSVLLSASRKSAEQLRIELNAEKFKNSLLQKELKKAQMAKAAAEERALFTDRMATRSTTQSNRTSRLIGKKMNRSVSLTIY
BaF3 parental = reduces parental Ba/F3 cell viability, JAK2V617F counter-screen | CellTiter-Glo ATP luminescence | inhibition, % at 5.6 µM | 1.1% of 220,000 active | AID 1486;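 active means inhibition above a per-campaign cutoff, the mean inhibition of all tested compounds plus 3 SD, cut at about 27% in these data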;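 further: 0% = DMSO wells and 100% = JAK Inhibitor I control wells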
Starred values were filed as active, the others as inactive; · = no result given; & = joins results of further samples; [ ] = dose if it differs, or a comment. Hits appear at their usual frequency; any-hit rate near 6.8%.

The line under a structure holds: TRPML3 agonist | TRPN1 ag | RBBP9 inh | TNF necrop inh | CHOP inh | PPC-1+TRAIL kill | Ba/F3 V617F tox | Wee1 stabilizer | BaF3 parental
- OC(CN(c1ccccc1)c1ccccc1)Cn1cnc2ccccc21 (stereo not given)
 : -1.0 | -0.7 | -8 | -3.4 | 92* | 12 | 0 | 1 | 2
- NC(=O)N/N=C/C=C/c1ccccc1
 : 0.8 | 1.1 | -7 | -0.9 | -16 | -1 | 4 | -1 | 4
- COc1ccc(-c2c(C)c3ccc(OCC(C)=O)cc3oc2=O)cc1
 : 2.1 | 4.5 | 4 | -1.8 | 9 | 14 | 4 | 4 | 8
- CCOC(=O)c1c(C)c(C(=O)Nc2ccc(N(C)C)cc2)c(C)n1CC
 : -0.6 | -1.1 | -8 | -6.1 | · | 5 | 1 | 5 | 6
- O=C(O)C(c1ccccc1)N1C(=O)/C(=C/c2cccs2)SC1=S (stereo not given)
 : 0.4 | 1.6 | 0 | 1.0 | 6 | 16 | -2 | -2 | -1
- C=CCNC(=S)NNc1nc2c(c(=O)[nH]1)C1(CCCCC1)Cc1ccccc1-2
 : -0.6 | 0.8 | -3 | 0.8 | 93* | 1 | 2 | -2 | -1
- Cc1nn(Cc2ccc(Cl)cc2)c(C)c1NC(=O)c1c(-c2ccccc2)noc1C
 : -0.8 | -0.7 | -9 | 2.0 | 21 | -5 | -2 | -3 | 0
- COc1ccc(OC)c(NC(=O)C(=O)NCCC2=CCCCC2)c1
 : 0.8 | 1.4 | -1 | 0.9 | 44 | 32 | 2 | 2 | 10
- Cc1[nH]nc(SCC(=O)NCc2ccccc2)c1[N+](=O)[O-]
 : 0.6 | 1.6 | 4 | 1.4 | -11 | 4 | -3 | 0 | 4
- CCCn1cc(CN2CCCC(CNC(=O)c3ccc(F)cc3)C2)c(C)n1 (stereo not given)
 : 0.6 | -1.0 | -3 | 1.5 | 39 | 7 | 1 | -2 | 13
- NC(=O)CC[C@H](NC(=O)c1ccc(F)cc1)C(=O)OCC(=O)Nc1ccc(N2CCOCC2)cc1
 : 1.6 | 4.4 | -7 | 3.3 | 30 | 24 | 0 | 3 | 3
- Cc1ccc(-n2sc3ccccc3c2=O)cc1S(=O)(=O)N1CCCCC1
 : 0.4 | 3.0 | -41 | -9.1 | 21 | 13 | -5 | 0 | 1
- Cc1ccc(C)c(Cn2c(=O)n(-c3ccc(CC(=O)NCc4ccco4)cc3)c(=O)c3sccc32)c1
 : 0.4 | 0.2 | 2 | -1.5 | 50 | -6 | -4 | 0 | 1
- CC(C)(C)c1ccc(C2(C)NC(=O)N(CC(=O)c3ccc[nH]3)C2=O)cc1 (stereo not given)
 : 2.7 | 4.0 | -10 | -0.1 | 4 | 10 | -1 | 0 | 3
- c1ccc(-n2nnnc2-c2cnc(-c3ccncc3)nc2-c2cccs2)cc1
 : -1.0 | -1.6 | -4 | 1.9 | 34 | 30 | 3 | 3 | 10
- CCOc1ccc(Oc2nc(NCC(C)C)nc(N(C)C)n2)nn1
 : 0.4 | 0.9 | 3 | -4.1 | 1 | 21 | 3 | 1 | 9
- CCC1CCCCN1C(=O)CSc1nnc(-c2ccc(Cl)s2)o1 (stereo not given)
 : -0.1 | -1.1 | 1 | 1.6 | 15 | 5 | 0 | -2 | 2
- NC1=NC(=O)/C(=C\c2ccco2)S1
 : 0.7 | 1.3 | 1 | -0.7 | -29 | 8 | 1 | 2 | -1
- O=[N+]([O-])c1cc(S(=O)(=O)CCCN2CCOCC2)ccc1F
 : 0.8 | -0.1 | -1 | -15 | 98* | 2 | -3 | -1 | -2
- O=C(Nc1ccc(S(=O)(=O)N2CCCC2)cc1)c1ccc2c(=O)n3c(nc2c1)CCCCC3
 : 0.6 | 1.0 | -5 | -2.1 | 43 | 17 | 2 | -1 | 6
- CNC(=O)c1[nH]cnc1C(=O)Nc1ccccn1
 : 0.4 | 1.9 | -1 | -3.0 | 11 | 9 | -2 | -2 | 2
- O=C(Oc1ccc2c(=O)c(Cl)coc2c1)c1ccncc1
 : 0.8 | 0.6 | 2 | -0.1 | 3 | 20 | -1 | 2 | 3
- CCc1ccc(C2C3=C(CC(C)(C)CC3=O)OC3=C2C(=O)CC(C)(C)C3)cc1
 : 0.8 | 1.3 | 0 | 0.6 | 66 | 31 | 0 | 6 | 5
- O=C(CCNC(=O)c1ccccc1Cl)OCC(=O)c1ccccc1
 : 0.8 | 0.5 | -9 | -0.7 | 6 | 2 | 3 | 7 | 8
- COC(=O)[C@H](Cc1ccccc1)NC(=O)N1CCCCC1
 : -0.6 | 1.2 | -2 | 0.4 | 3 | 0 | 0 | -2 | -7
- CCOc1ccc(-n2c(C)c(C(C)=O)c(C(C)=O)c2C)cc1
 : 1.0 | 0.6 | -7 | -0.4 | -3 | 6 | 2 | 1 | 6
- O=C(NC1CCCCC1)N1CCN(c2ncccn2)CC1
 : 0.4 | 0.4 | 0 | 0.3 | 30 | -1 | 2 | -1 | 8
- O=[N+]([O-])c1ccc(-c2nc(NCc3ccccc3)c3ccccc3n2)cc1
 : 0.7 | 0.2 | 0 | 0.1 | 90* | -9 | 0 | 4 | 8
- O=C(CSc1ccccn1)Nc1ccc(N2CCOCC2)cc1
 : 1.4 | 0.9 | -6 | 2.6 | 4 | 8 | -2 | 1 | 5
- CCn1ncc(CNC(=O)C2(C)CC2(Br)Br)c1C (stereo not given)
 : 0.3 | 1.6 | -1 | 0.9 | 4 | 17 | 2 | 7 | 7
- Cc1cc(NC(=O)CSc2ccccc2)no1
 : 0.1 | -0.3 | -1 | 20 | -15 | 34 | 1 | 1 | 6
- CCOc1ccc(-c2cn3ccccc3n2)cc1
 : 0.1 | -2.1 | 1 | -2.0 | 34 | 91*[5 µM] | 3 | -2 | 6
- CC(C)C[C@H](NC(=O)Nc1ccc2c(c1)OCCO2)C(=O)O
 : 0.7 | 0.0 | -10 | 1.1 | 4 | 28 | 0 | 0 | 2
- COc1ccc(/C=C2\C(=O)N(Cc3ccc(F)cc3)CC(=O)N2Cc2ccccc2)cc1
 : -0.2 | -0.6 | -5 | -0.4 | 22 | 17 | -1 | 0 | 5
- O=C(Cc1ncc(C(F)(F)F)cc1Cl)NCc1ccco1
 : 0.4 | 1.0 | -3 | 0.8 | 21 | 4 | -2 | 2 | -2
- COc1cc2c(cc1OC)C(C)N(C(=S)NC(=O)c1ccccc1)CC2 (stereo not given)
 : 1.1 | 3.6 | 1 | -0.5 | -12 | 26 | -4 | 1 | 2
- CCOc1ccc(N2C(=O)NC(Cc3c[nH]c4ccccc34)C2=O)cc1 (stereo not given)
 : -0.2 | -1.3 | -2 | -1.7 | 29 | -8 | -3 | -3 | 5
- Cc1ccc(CSc2nc3ccsc3c(=O)n2Cc2ccccn2)cc1
 : -0.4 | -1.2 | -6 | 1.7 | 27 | 10 | -3 | 1 | 7
- COc1ccc(C(=O)Cc2nnc(C)s2)c(OC)c1
 : 0.8 | 0.1 | -15 | -1.5 | -4 | -8 | 4 | 0 | 0
- CCN(CC)CCCN=Cc1c(O)n(-c2ccccc2C)c(=O)c2ccccc12
 : 0.1 | 1.3 | -5 | 1.9 | -12 | 8 | -1 | 0 | 0
- C=CCn1c(=O)c(C#N)cc2c(=O)n3ccccc3nc21
 : -0.3 | -0.6 | -5 | 0.8 | · | 10 | -3 | -2 | 1
- COc1ccc(C)cc1NCc1cc(=O)oc2cc(-c3ccccc3)c(O)cc12
 : -0.7 | 0.7 | 1 | 1.4 | 93* | -3 | 5 | 3 | 10
- Fc1ccc(/C=N/NC(=S)Nc2ccc(Cl)cc2Cl)cc1
 : -0.1 | 1.4 | 6 | -7.1 | 16 | 29 | -2 | 2 | -3
- COc1cc(OC)c(C2CC(=O)N3CN(c4ccc(C)cc4)CSC3=C2C#N)cc1OC (stereo not given)
 : 0.4 | 1.9 | 3 | -3.2 | 2 | -8 | -1 | 1 | -3
- COc1ccc([N+](=O)[O-])cc1NC(=O)Cn1ccsc1=N
 : 1.2 | 0.9 | -7 | 3.9 | -3 | 10 | -3 | 0 | 3
- Cn1c(C(=O)NCC2CCCO2)cc2c(=O)n(C)c3ccccc3c21 (stereo not given)
 : -0.3 | 2.3 | -1 | -0.2 | 19 | 28 | -3 | -1 | 2
- O=C(CSc1ccccc1Cl)N1CCC(c2nc3ccccc3s2)CC1
 : 0.3 | 1.2 | -7 | -7.6 | 49 | -3 | 1 | -1 | 5
- NC(CO)C(=O)NNCc1ccc(O)c(O)c1O (stereo not given)
 : 0.5 | 0.7 | -5 | 1.3 | 1&-40 | 14 | -2 | -4 | 1
- Cn1ncc(N=Cc2ccccc2)c1C(=O)Nc1cccc(Cl)c1
 : -0.6 | 0.1 | -7 | -3.5 | 16 | 2 | -2 | 3 | -1
- COc1ccc(N/C(=N\c2nc(C)cc(C)n2)NC(C)=O)cc1OC
 : 0.9 | 0.4 | 4 | 2.2 | 18 | 8 | -4 | -1 | 7
- Cc1ccc(C)c(N=Nc2nc3ccccc3n2C)c1
 : -1.9 | -2.9 | -3 | -12 | 54 | 29 | -4 | 4 | 1
- CCn1cc(Br)c(C(=O)N(C)Cc2ccccc2)n1
 : 0.3 | 0.9 | -3 | -1.4 | 27 | 11 | 0 | -1 | 4
- O=C(O)C1C(c2ccccc2)C(C(=O)OCCCO)C1c1ccccc1 (stereo not given)
 : 0.5 | 0.1 | -6 | 0.4 | 29 | -7 | -1 | -2 | 4
- O=C(CN(C1CCCCC1)S(=O)(=O)c1ccc(F)cc1)NC1CC1
 : 0.2 | -0.4 | -4 | -3.6 | 11 | 15 | -1 | -1 | 2
- Oc1ccccc1/C=N/NC(=S)NC1CC2CC1C1C=CCC21 (stereo not given)
 : 0.2 | -0.4 | -6 | -15 | -12 | 11 | -5 | 8 | 0
- Cc1ccc(C2CC(c3ccco3)=NN2S(C)(=O)=O)cc1 (stereo not given)
 : 1.0 | 0.5 | 1 | 2.5 | 14 | 30 | 1 | 2 | 9
- COc1ccc(Cl)cc1NC(=O)c1cccnc1
 : 1.0 | 0.6 | -4 | -0.2 | 0 | 10 | -1 | -2 | 6
- O=[N+]([O-])c1cccc(/C([O-])=C(/C(=S)Nc2cccc3ccccc23)[n+]2ccccc2)c1
 : 0.0 | 0.9 | -1 | -1.3 | -7 | 3 | -1 | 4 | 7
